# TRPV1 ag = human TRPV1 agonism. Q8NER1. TRPV1-expressing cells, Fluo-8 calcium influx, agonist mode. activation, % at 8.33 µM. 0.19% of 320,000 active. AID 540275; in the data active = activation above about 80%; inconclusive = between about 30% and that limit; note: 0% is about no effect
#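 Fluo-8 calcium influx in TRPV1-expressing cells, kinetic read (ex 480/em 520 nm). Compound added and read 3 min for agonist activity, followed by capsaicin at EC20 final and 2 min further read for enhancement.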
# Coupling enz = coupling enzyme interference in Giardia aldolase counter-screen; activity change, negative = inhibition, % at 58.2 µM, hits read low; 0.67% of 290,000 active; coupling enzyme system counterscreen, AmpLite Red fluorescence; in the data active = activity change below about -30%; note: % is set by controls: 0 for no effect and ±100 for the full control effect
#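 First, compound is pin-transferred into glyceraldehyde-3-phosphate coupling-enzyme reagent at 57.5 uM final and held 10 min at RT. Next, substrate, coupling system and AmpLite Red are added. After 20 min RT, fluorescence (525/598 nm) is read.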
# hERG WT inh = KCNH2 (human, wildtype) channel inhibition | activity change, % at 1.84 µM | Q12809 | 0.37% of 340,000 active | U2OS, BacMam KCNH2, thallium flux FluxOr; hits give low values;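 active = maximum activity change below -70%; inconclusive = maximum activity change between -70% and -50%; inactive = maximum activity change above -50%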; note: % is set by controls: 0 for no effect and ±100 for the full control effect
#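 U2OS cells were transduced with wild-type KCNH2 virus (2.03 x 10^8 / mL) for 4 h at room temperature, then cultured overnight at 37 C. Thallium flux was read with FluxOr dye. Rate constants were normalized to DMSO controls.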
# AT treatment = potential ataxia-telangiectasia treatments restoring KAP-1 phosphorylation; […] A-T fibroblasts, KAP-1 phosphorylation AlphaLISA; neocarzinostatin DNA damage 30 min before lysis; Potency, µM (titrated, usually from 57.5 µM), without a hit: top-dose activation, usual class: activators; 0.19% of 320,000 active; AID 485349; note: potency is the fitted concentration of half-maximal effect; % of control where 0% means no effect; nearly all actives have a fitted effect of over 45% in size
#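 hTERT-immortalized A-T patient fibroblasts ([…]), 500 cells/well in OPTI-MEM, 1% FBS, got compounds for 60 min, then NCS for 30 min at 37C. Lysates were then assayed for phospho-KAP-1 by AlphaLISA (anti-pKAP1 donor, anti-KAP1 acceptor beads), 6 hr at 25C.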
# KCNH2 3.1 inh = KCNH2 3.1 (human) potassium channel inhibition; U2OS KCNH2 3.1, thallium flux FluxOr; hits give low values; activity change, % (tested at about 1.8 µM); 0.95% of 340,000 active; AID 720553;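 active = maximum activity change below -70%; inconclusive = maximum activity change from -70% to -50%; inactive = maximum activity change above -50%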;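 note: thallium influx rate constant from kinetic fluorescence after stimulation buffer; % is set by controls: 0 for no effect and ±100 for the full control effect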
#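 Normalized rate constant (relative to positive and negative DMSO controls) derived from a 2 min kinetic fluorescence read after stimulation; U2OS cells expressing the 3.1 isoform via virus at 1.77 x 10^8 /mL.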
# MBNL1-CUG inh = inhibitors of human MBNL1 binding to CUG repeat RNA; 0.036% of 280,000 active; AID 2675; Q9NR56; TR-FRET MBNL1-His/biotin-(CUG)12 binding, 665/545 ratio; Potency, µM (highest dose often 57.5 µM), for the others: top-dose activity change, negative = inhibition, usual class: inhibitors; active = well fitted inhibition curve with a large enough effect in the signal ratio, with a control signal flat, not every such curve was filed as active; inconclusive = small, poorly fitted or top-dose-only effect, or effect the other way, or a change in a side signal; inactive = no such curve, though single readings can be large or run the other way; the % refers to the signal ratio; note: potency is the fitted concentration of half-maximal effect; % is set by controls: 0 for no effect and ±100 for the full control effect
# Target sequence (Q9NR56 whole entry, looked up): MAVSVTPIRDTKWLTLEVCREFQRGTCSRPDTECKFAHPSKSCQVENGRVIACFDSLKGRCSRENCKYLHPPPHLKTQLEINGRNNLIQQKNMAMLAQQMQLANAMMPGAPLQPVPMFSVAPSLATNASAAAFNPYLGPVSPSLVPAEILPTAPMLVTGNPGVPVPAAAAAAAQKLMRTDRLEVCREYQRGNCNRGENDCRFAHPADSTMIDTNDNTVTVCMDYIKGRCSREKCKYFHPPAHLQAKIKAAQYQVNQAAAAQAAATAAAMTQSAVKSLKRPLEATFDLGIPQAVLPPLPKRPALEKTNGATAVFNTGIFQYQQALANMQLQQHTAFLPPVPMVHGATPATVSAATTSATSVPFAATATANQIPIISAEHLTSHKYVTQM
#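 Compound titration spanned 92 nM–58 uM against the MBNL1-His/biotin-(CUG)12 complex. After 60 min at room temperature with 5 nM streptavidin-XL665 and 0.055 ng/ul terbium anti-His, ratiometric 665/545 nm emission (Ex 340 nm) normalized to controls.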
# S-ASM inh = blocks human secretory acid sphingomyelinase; P17405; placental ASM, HMU-PC fluorogenic substrate, 60 min; Potency, µM (top dose mostly 57.5 µM), for the others: at the top dose activity change, negative = inhibition, hits mostly inhibitors; 0.006% of 340,000 active; AID 504937; note: potency is the fitted concentration of half-maximal effect
# Target sequence (P17405 47-631 limits assumed): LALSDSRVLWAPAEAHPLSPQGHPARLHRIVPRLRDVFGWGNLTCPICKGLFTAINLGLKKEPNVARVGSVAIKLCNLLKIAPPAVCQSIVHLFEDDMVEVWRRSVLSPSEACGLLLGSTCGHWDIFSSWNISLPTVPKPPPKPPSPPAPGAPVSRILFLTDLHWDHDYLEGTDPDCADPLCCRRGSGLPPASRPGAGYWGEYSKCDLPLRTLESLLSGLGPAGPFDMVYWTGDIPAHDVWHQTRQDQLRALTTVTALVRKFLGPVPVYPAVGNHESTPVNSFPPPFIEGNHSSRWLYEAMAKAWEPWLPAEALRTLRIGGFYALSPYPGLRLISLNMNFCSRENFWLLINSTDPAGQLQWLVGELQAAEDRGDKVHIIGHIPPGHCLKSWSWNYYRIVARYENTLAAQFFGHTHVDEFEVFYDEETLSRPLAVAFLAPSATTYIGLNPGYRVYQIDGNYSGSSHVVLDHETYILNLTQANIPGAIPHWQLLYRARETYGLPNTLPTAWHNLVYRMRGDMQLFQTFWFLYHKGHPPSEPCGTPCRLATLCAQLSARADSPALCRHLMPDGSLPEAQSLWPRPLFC
#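 Steps: dispense placental human ASM, pin compound, wait 10 min at room temperature, add HMU-PC0 substrate at 9 uM final, incubate 60 min at 37 °C, add stop solution raising pH to 10, read fluorescence.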
# Integrin act MD = integrin-mediated muscular dystrophy alleviation activation; alpha7betagal myoblasts, beta-gal FDG fluorescence, 48 h; 0.064% of 350,000 active; Potency, µM (top dose mostly 38.3 µM), for inactives: at the highest dose activation, hits mostly activators;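 note: potency is the fitted concentration of half-maximal effect; 100% = response of the positive control SU9516; nearly all actives have a fitted effect of over 60% in size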
#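 alpha7betagal+/- myoblasts (passage 13, 250/well) treated 48 h at 37C with compounds at 1:260 dilution of DMSO stock. Lysed, then beta-galactosidase activity read as FDG fluorescence (ex 480/em 540) after 30 min, with pre-read for autofluorescence.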
# CXXC DNA block = inhibitors of human MLL CXXC domain-DNA interaction; AID 2662; Potency, µM (highest dose often 115 µM), without a hit: at the top dose activity change, negative = inhibition, most hits filed as inhibitors; Q03164; MLL-CXXC / FITC-HOXA9 DNA fluorescence polarization; 0.037% of 290,000 active; active = well fitted inhibition curve with a large enough effect in the polarisation, with a control signal flat, not every such curve was filed as active; inconclusive = small, poorly fitted or top-dose-only effect, or effect the other way, or a change in a side signal; inactive = no such curve, though single readings can be large or run the other way; the % refers to the polarisation; note: potency is the fitted concentration of half-maximal effect
#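 Fluorescence polarization: 7 uM MLL-CXXC (stock) preincubated 5 min with compounds, then 50 nM fluorescein-HOX-A9 DNA (stock) added; 30 min ambient. Buffer 50 mM Tris-HCl pH 7.5, 50 mM NaCl, 1 mM DTT, 0.05% BSA.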
# GALK inhibitor = blocks human galactokinase activity. P51570. Purified GALK, Kinase-Glo residual ATP luminescence. Potency, µM (top dose mostly 57.5 µM), for the others: at the top dose activity change, negative = inhibition, most hits filed as inhibitors. 0.007% of 270,000 active. AID 1868; note: potency is the fitted concentration of half-maximal effect; % is set by controls: 0 for no effect and ±100 for the full control effect
#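 Human GALK (5 nM) with 35 uM ATP and 100 uM galactose in 20 mM HEPES pH 8.0, 5 mM MgCl2, 60 mM NaCl, 1 mM DTT, 0.01% BSA. After 1 h at room temperature, leftover ATP was read by Kinase-Glo Plus luminescence.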
# An asterisk follows results filed as active; u = inconclusive; x = no result given; [ ] = another dose, or the depositor's remark. Unless noted, calls come from the whole dose curve; as a rule, active = well fitted curve in the direction sought with a large enough effect; inconclusive = small, poorly fitted or top-dose-only effect, or another doubt; inactive = no such curve, though single readings can be large; an effect the other way counts as inactive or inconclusive.
SMILES,TRPV1 ag,Coupling enz,hERG WT inh,AT treatment,KCNH2 3.1 inh,MBNL1-CUG inh,S-ASM inh,Integrin act MD,CXXC DNA block,GALK inhibitor
O=C(Nc1ccc(CSc2ccccc2)cc1)c1ccco1,u,x,-2,2%,-10,2%,-1%,-38%,20%,-1%
CCCOP(=O)(OCCC)C(Nc1ccc(C(C)C)cc1)c1ccc([N+](=O)[O-])cc1 (configuration not stated),u,-3,21,-1%,-49,-9%,2%,-27%,3%,2%
Cc1cc(C)cc(OCC(=O)NN2Cc3ccccc3C2=N)c1,0,0,-2,-3%,-4,0%,3%,5%,12%,0%
Brc1ccc(-c2noc(C3CCCCC3)n2)cc1,0,1,4,0%,12,-4%,1%,-12%,-2%,-2%
CCOC(=O)c1cc(NC(=O)c2cccnc2)ccc1N1CCOCC1,1,0,-2,0%,7,-10%,-2%,-4%,-5%,4%
CSCCC(NC(=O)OC(C)(C)C)C(=O)NC(CC(C)C)C(N)=O (configuration not stated),-3,3,-4,1%,24,3%,-2%,-2%,3%,0%
COc1ccc(-n2nc3c(c2NC(=O)CCCCl)CSC3)cc1,3,1,-17,0%,2,-1%,3%,-11%,-4%,0%
CCN(CC(=O)NC1CCCC1)S(=O)(=O)c1ccc(Br)cc1,25,x,6,-2%,7,0%,3%,1%,11%,0%
CCNC(=S)NC1CC2CCC(C1)N2Cc1ccccc1 (configuration not stated),-2,0,55,1%,-10,-6%,8%,5%,4%,-1%
CCCSc1ncc(Cl)c(C(=O)Nc2ccc(S(=O)(=O)Nc3ncccn3)cc2)n1,-5,x,-1,-43%,-9,16%,x,35%,27%,-3%
COc1ccc(NC(=O)CCC(=O)Nc2nnc(C3CCCCC3)s2)cc1,2,1,-14,-6%,-7,-6%,-1%,-30%,5%,-4%
CCCCc1nc2cc(C(=O)N3CCC(O)CC3)ccc2o1,4,1,3,11%,14,-6%,6%,15%,-12%,x
CCn1c(CCc2ccccc2)nnc1SCC(N)=O,1,1,2,1%,14,-9%,2%,5%,20%,-1%
O=C(NC1CC1)c1ccc2c3c(cccc13)CC2,0,-4,-4,12%,-6,-1%,2%,12%,-1%,2%
CC(C)C(NS(=O)(=O)c1cccc2nsnc12)C(=O)N1CCc2ccccc2C1 (configuration not stated),10,0,-4,1%,-7,u,4%,-6%,10%,0%
CCCCN1C(=O)/C(=C(/C#N)C(N)=O)c2ccccc21,1,-19,-2,4%,8,-16%,5%,6%,-2%,-3%
Cc1ccc2nc(-c3ccc(N4C(=O)CC(N5CCC(C(N)=O)CC5)C4=O)cc3)sc2c1 (configuration not stated),-1,1,x,-7%,x,73%[activator],x,x,14%,0%
NS(=O)(=O)c1ccc(CCNC(=O)Cc2ccc(S(=O)(=O)N3CCOCC3)s2)cc1,0,x,22,-2%,-4,x,4%,10%,x,x
O=[N+]([O-])c1ccc(NC(=S)N2CCN(S(=O)(=O)c3ccccc3)CC2)cc1,u,x,13,8%,x,u,-2%,31%,6%,-7%
O=C(NCCc1ccccc1)c1nc(-c2cccs2)no1,22,-6,1,3%,-15,-5%,8%,6%,-1%,1%
CC1(C)Cc2c(cnn2-c2ccc(F)cc2)C(NC(=O)CCC(F)(F)F)C1 (configuration not stated),26,3,-16,9%,-2,4%,0%,20%,8%,-10%
Cc1ccn2cc(-c3cccc(NC(=O)c4ccccc4)c3)nc2c1,-2,-1,5,0%,0,x,-2%,-3%,-8%,1%
CCC(C(=O)N1CCc2cc(OC)c(OC)cc2C1)c1ccccc1 (configuration not stated),3,-11,-6,-10%,1,4%,5%,2%,0%,1%
COc1cc(/C=C\C(=O)OCn2nnc3ccccc3c2=O)cc(OC)c1OC,7,0,-2,5%,26,u,-25%,15%,17%,0%
Cc1ccc(NC(=O)/C=C/c2ccc3c(c2)OCO3)cc1S(=O)(=O)N1CCOCC1,8,-2,0,3%,-20,u,0%,7%,-4%,x

# Individual results from the list.
# KCNH2 3.1 inh result of `O=C(NC1CC1)c1ccc2c3c(cccc13)CC2` : -6
# S-ASM inh result of `CC(C)C(NS(=O)(=O)c1cccc2nsnc12)C(=O)N1CCc2ccccc2C1` (configuration not stated) : 4%

# (more compounds)
SMILES,TRPV1 ag,Coupling enz,hERG WT inh,AT treatment,KCNH2 3.1 inh,MBNL1-CUG inh,S-ASM inh,Integrin act MD,CXXC DNA block,GALK inhibitor
O=C(COc1ccccc1Cl)N1CCN(c2ccc([N+](=O)[O-])c(N3CCCCC3)c2)CC1,-1,-3,2,7%,-7,-9%,u,2%,18%,-4%
COc1ccc(NC(=O)CSCC(=O)Oc2c(OC)cccc2OC)cc1,10,x,-13,-4%,13,x,1%,-14%,x,x
CN(CCCC1CCCC1)C(=O)CC1C(=O)NCCN1Cc1ccc(F)cc1 (configuration not stated),8,-1,-7,-3%,-11,-1%,12%,6%,2%,2%
COC(=O)c1c(NC(=O)C(=O)NCC2CCCO2)sc2c1CC(C)(C)OC2 (configuration not stated),0,0,-9,-2%,20,4%,-4%,28%,-1%,-2%
O=C(C1CCCCC1)N1CCc2ccccc21,13,0,-2,2%,23,-7%,4%,-25%,3%,-1%
CC(=O)Nc1c(C)ccc([N+](=O)[O-])c1C,x,x,8,x,11,x,8%,0%,x,x
CCOc1ccc(C(NC(=O)c2ccco2)c2ccc(OC)c(OC)c2)cc1 (configuration not stated),3,7,1,-8%,5,-4%,0%,19%,-7%,1%
COc1cc(NS(=O)(=O)c2ccc(NC(=S)Nc3ccccc3)cc2)nc(OC)n1,-3,x,-1,-8%,-1,-4%,-1%,-5%,-6%,-3%
Cc1ccc2ncnc(Nc3cccc([N+](=O)[O-])c3)c2c1,u,-5,-1,0%,-12,u,14%,5%,-2%,-4%
O=C(NCCCn1ccnc1)/C(=C/c1cccs1)NC(=O)c1ccco1,0,-1,2,0%,-43,19%,6%,8.9µM*,-3%,5%
O=c1[nH]cc(N2CCCCCC2)c(=O)[nH]1,0,-3,-7,-8%,1,-2%,4%,-7%,-3%,-3%
CCN1CCCC1CN(Cc1cc2c(C)cc(C)cc2[nH]c1=O)C(=O)NC1CCCCC1 (configuration not stated),-1,1,22,4%,-6,9%,-1%,-46%[inhibitor],1%,8%
O=C(Cc1cccc2ccccc12)NN1C(=O)CSC1=S,-1,3,16,-5%,-9,1%,0%,4%,-5%,-3%
COc1ccc(C)cc1NC(=O)COC(=O)Cc1ccc(-c2ccccc2)cc1,1,1,9,17%,6,-16%,-5%,-17%,-2%,1%
CCN(CC)S(=O)(=O)c1cccc(C(=O)Nc2cccnc2)c1,-5,-12,-16,6%,7,-9%,-1%,7%,-1%,4%
COC(=O)c1c(-c2ccc(OC)cc2)oc2ccc(-c3ccc(OC)nc3)cc12,-1,-4,-4,-1%,6,-15%,206%[activator],22%,-2%,x
COc1cc(Br)c(CN2CCCN(C)CC2)cc1OC,-3,0,-1,-3%,-18,-5%,-3%,0%,2%,1%
CC(C)Oc1ccc(/C(O)=C2/C(=O)C(=O)N(CCN(C)C)C2c2ccco2)cc1 (configuration not stated),2,0,-1,2%,x,13%,1%,-16%,-3%,-5%
CCOc1cc(C#N)ccc1OCC(=O)N1CCN(C(=O)c2cccs2)CC1,1,x,4,1%,5,x,3%,-29%,x,x
CCCCN(C)C(=O)c1c[nH]c2ccc(S(=O)(=O)N3CCOCC3)cc2c1=O,3,3,-25,-4%,-3,7%,68%[activator],-3%,1%,0%
c1ccc(-c2[nH]ncc2CN2CCc3ccccc3C2)cc1,1,0,-2,0%,-1,0%,1%,-20%,14%,x
c1coc(-c2nnc(-c3cccs3)o2)c1,9,2,-6,-14%,3,15%,0%,-11%,-4%,0%
CC(C)(C)NC(=O)COC(=O)c1ccccc1Oc1ccccc1,29,0,-1,-5%,-13,-17%,-2%,u,-23%,-3%
Cc1cc(NC(=O)NC(C(F)(F)F)C(F)(F)F)no1,-6,0,3,1%,-3,-3%,-1%,3%,-10%,0%
O=C(CN(Cc1ccco1)Cc1cccs1)N1CCN(S(=O)(=O)c2cccc(F)c2)CC1,25,x,10,23%,4,x,6%,-36%,x,x
COc1ccc(C(=O)c2cnc[nH]2)cc1OC,1,0,x,2%,-4,x,3%,-16%,-1%,2%
CC1CCCCC12NC(=O)N(CC(=O)Nc1ccccc1F)C2=O (configuration not stated),-5,x,-17,0%,-6,x,4%,11%,x,x
CNC(=O)CC(=O)Nc1ccccc1C(=O)O,-1,0,3,2%,7,-9%,3%,-6%,u,0%
Cc1cc(NC(=O)CCC(=O)N(c2ccccc2)C(C(=O)NC2CCCC2)c2cccs2)no1 (configuration not stated),20,3,4,0%,-186*,-9%,-1%,-1%,1%,-6%

# An unsorted share of the library (roughly 2% active in at least one column).
